# Bioassay records as filed in PubChem BioAssay.
# GPR151 activ: activates the human receptor GPR151. 650,000 compounds, 1% hits. activation, % at 11.2 µM. AID 1508602. Q8TDV0. PathHunter beta-arrestin GPR151 cells, luminescence; in the data active means activation above about 4.9%;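 further: 0% = median of compound wells and 100% = cells with positive control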
# Target sequence (Q8TDV0 whole entry, looked up): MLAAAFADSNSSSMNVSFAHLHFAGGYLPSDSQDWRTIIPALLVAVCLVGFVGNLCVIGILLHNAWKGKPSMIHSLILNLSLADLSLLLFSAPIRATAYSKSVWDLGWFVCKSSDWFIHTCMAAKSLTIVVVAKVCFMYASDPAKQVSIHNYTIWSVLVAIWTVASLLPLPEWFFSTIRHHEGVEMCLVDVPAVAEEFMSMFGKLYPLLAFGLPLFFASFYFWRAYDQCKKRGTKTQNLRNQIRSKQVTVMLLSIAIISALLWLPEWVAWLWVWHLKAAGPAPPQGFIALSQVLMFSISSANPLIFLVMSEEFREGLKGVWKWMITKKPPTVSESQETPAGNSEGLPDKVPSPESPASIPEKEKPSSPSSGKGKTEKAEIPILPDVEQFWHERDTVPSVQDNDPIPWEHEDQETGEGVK
# FBW7 act: human FBW7 E3 ligase activation, primary screen | Q969H0 | AlphaScreen FBW7–phospho-cyclin E peptide binding, activator screen | normalized activity (activation), % at 26.1 µM | 650,000 compounds, 0.13% hits; in the data active means normalized activity above about 1.9%;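 further: purified mutant Fbw7 with reduced substrate affinity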
# Target sequence (Q969H0 whole entry, looked up): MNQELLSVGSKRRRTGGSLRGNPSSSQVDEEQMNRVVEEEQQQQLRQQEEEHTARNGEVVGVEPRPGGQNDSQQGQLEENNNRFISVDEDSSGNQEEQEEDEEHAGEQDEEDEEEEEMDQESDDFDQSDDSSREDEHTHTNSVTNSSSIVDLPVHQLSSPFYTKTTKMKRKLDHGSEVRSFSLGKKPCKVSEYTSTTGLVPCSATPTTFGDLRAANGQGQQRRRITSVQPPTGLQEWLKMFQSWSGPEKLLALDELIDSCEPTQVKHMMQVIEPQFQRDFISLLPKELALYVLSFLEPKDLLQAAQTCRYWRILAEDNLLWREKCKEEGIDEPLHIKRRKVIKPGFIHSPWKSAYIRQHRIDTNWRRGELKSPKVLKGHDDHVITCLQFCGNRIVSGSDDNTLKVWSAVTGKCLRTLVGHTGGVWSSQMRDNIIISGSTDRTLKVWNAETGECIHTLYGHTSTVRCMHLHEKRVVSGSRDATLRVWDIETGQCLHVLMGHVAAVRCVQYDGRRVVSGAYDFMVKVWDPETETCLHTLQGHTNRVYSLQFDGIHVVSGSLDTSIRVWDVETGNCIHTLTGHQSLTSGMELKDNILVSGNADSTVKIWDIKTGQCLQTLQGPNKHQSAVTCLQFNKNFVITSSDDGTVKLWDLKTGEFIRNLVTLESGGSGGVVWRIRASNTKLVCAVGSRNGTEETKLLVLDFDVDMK
# TEAD-YAP block: TEAD-YAP interaction inhibition; HEK-TIYL cells, TEAD-Gal4/YAP UAS-luciferase luminescence; inhibition, % at 9.12 µM; 640,000 compounds, 1.4% hits; in the data active means inhibition above about 32%;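 further: 0% = median of test compound wells and 100% = reference inhibitor wells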
# MITF primary: human MITF inhibition, primary screen | O75030 | AlphaScreen MITF homodimerization, bead proximity signal | inhibition, % at 2.6 µM | 650,000 compounds, 0.91% hits | AID 1259374; in the data active means inhibition above about 50%;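 further: 0% = vehicle wells with protein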
# * = called active by the depositor.
# Values run as follows: TEAD-YAP block	MITF primary	GPR151 activ	FBW7 act
- Cc1cc2cc(CN(CCCO)S(=O)(=O)c3ccc(F)cc3)c(=O)[nH]c2cc1C
    -3.0	-3.0	0.9	0.1
- CC1=NN(c2ccccc2)C(=O)/C1=C\c1cc([N+](=O)[O-])c(Cl)cc1Cl
    8.3	1.7	-1.0	0.0
- CC(=O)c1ccc(N/C(=N/S(=O)(=O)c2ccc(F)cc2)c2ccccc2)cc1
    5.3	4.7	-0.4	-0.2
- COc1ccccc1CN1CCC2(CC1)CC2C(=O)NCCCn1ccnc1 (stereo not drawn)
    -4.6	2.5	0.6	0.0
- CN1CCc2[nH]c3ccc(F)cc3c2C1
    7.1	9.7	-0.7	0.4
- CC(C)CC(=O)N1c2ccccc2NC2=C(C(=O)CC(c3ccccc3)C2)C1c1cccc(F)c1 (stereo not drawn)
    11.1	-0.3	2.3	-0.1
- CC[C@H](Cn1nc(-c2ccc(F)c(F)c2)ccc1=O)NC(=O)C1CCCO1 (stereo partly drawn)
    -11.2	-6.5	-0.6	0.0
- CC(C)c1nnc2n1CCN(Cc1ccc3c(c1)OCO3)CC2
    0.2	-3.0	0.8	-0.1
- CCN(C(=O)c1cn(CC)c(=O)c2cc(OC)c(OC)cc12)c1cccc(C(F)(F)F)c1
    -1.8	15.8	0.1	-0.1
- CC(=S)/C=C1\Sc2ccccc2N1C
    1.1	-0.3	-1.3	-0.5
- COc1cc2c(cc1/C=C1\SC(=S)N(CC(C)C)C1=O)OCO2
    14.4	17.0	1.6	0.1
- O=C(CSc1nc2ccsc2c(=O)n1Cc1ccccc1F)NC1CCCC1
    -6.9	2.1	0.5	-0.2
- COc1ccc(C(CNc2ncnc3sc(C)c(C)c23)N(C)C)cc1 (stereo not drawn)
    -7.6	-4.8	1.5	0.0
- COc1cccc(-c2nc(CS(=O)(=O)CC(=O)Nc3ccc(C)cc3Cl)c(C)o2)c1
    10.2	13.3	0.6	-0.1
- COC(=O)c1cc(OC)c(OC)cc1NC(=O)c1cc(C)on1
    10.9	8.9	0.3	0.2
- N#CC1=C(SCc2ccccc2)NC(=O)CC1c1cccc(O)c1 (stereo not drawn)
    9.0	-4.0	1.3	0.3
- C=CCN1CCc2nc(-c3ccccn3)nc(N3CCC(C(=O)OCC)CC3)c2C1
    14.2	8.7	0.3	-0.5
- CC(C)CNC(=O)C(=O)NCCN1CCOCC1
    -6.5	-2.2	0.6	-0.3
- O=C(Nc1c(O)c2ccccc2[nH]c1=O)c1ccccc1F
    2.8	4.1	-0.9	0.5
- Nc1ncnc(N2CCN(c3ccc([N+](=O)[O-])cc3)CC2)c1[N+](=O)[O-]
    19.1	0.2	0.1	-0.2
- Cc1nc(N2CCCCC2)c2c(C)c(C(=O)N3CCCCC3C)sc2n1 (stereo not drawn)
    8.3	7.7	0.4	-0.1
- COc1ccc(Br)cc1[C@@H]1Nc2ccc(F)cc2[C@@H]2C=CC[C@@H]21
    0.5	-7.5	1.7	-0.1
- CCN(CC)c1ccc2cc(C(=O)Nc3cccc(C(F)(F)F)c3)c(=N)oc2c1
    -12.7	-9.4	-0.1	0.2
- CC(=O)OC1(C#CCN2CCCC2)CCCCC1
    -2.2	-2.5	-1.6	0.0
- NC(=O)CN1CCN(C(=S)Nc2cccc3ccccc23)CC1
    -6.6	12.5	-0.2	0.0
- CCc1cccc(NC(=O)CCS(=O)(=O)c2ccc3c(c2)n(C)c(=O)c(=O)n3C)c1
    -1.2	-1.4	-2.5	0.2
- COc1ccc(NC(=S)NN2CCN(C)CC2)cc1OC
    -1.3	-19.5	-0.2	-0.1
- COc1cc(NC(=O)Cn2nnc(-c3ccncc3)n2)cc(OC)c1
    11.7	-0.9	0.2	-0.1
- Cc1nn(C)c(C)c1CNC(=O)c1ccc(CN2CCC(C)CC2)[nH]c1=O
    13.3	2.1	-0.5	-0.1
- CCCN(CCC)S(=O)(=O)c1ccc(NS(=O)(=O)c2ccc(OC)cc2)cc1
    5.8	16.6	1.5	0.7
- COc1ccc(Cl)cc1NC(=O)NNC(=O)c1ccc(Cl)s1
    3.0	4.3	-1.0	0.0
- COc1cccc(-c2nnc(-c3ccccc3)o2)c1
    21.2	9.0	-5.2	0.2
- CCNC(=O)C(=O)NCC1OCCCN1S(=O)(=O)c1ccc(F)cc1 (stereo not drawn)
    1.3	3.9	0.3	0.0
- c1ccc(C(Sc2nc3ccccc3s2)c2ccccc2)cc1
    -2.7	-0.3	-0.2	-0.1
- O=C(COC(=O)c1cc[n+]([O-])cc1)Nc1ccc(F)c([N+](=O)[O-])c1
    9.0	-5.9	1.4	-0.2
- CCc1cccc(C)c1NC(=O)CN(c1cccc([N+](=O)[O-])c1)S(C)(=O)=O
    -6.6	9.6	0.0	0.0
- COc1ccc(N2CCN(CN3C(=O)NC(C)(c4ccccc4)C3=O)CC2)cc1 (stereo not drawn)
    1.7	7.4	-1.2	-0.1
- Nc1nonc1-n1nnc(C(=O)N/N=C/c2ccoc2)c1-c1ccccc1
    -12.3	-4.8	-0.8	0.0
- N[C@H](Cc1ccc(C(F)(F)F)cc1)c1nc2ccc(-c3ccncc3)cc2[nH]1
    -3.9	15.0	1.6	-0.2
- O=C(Nc1ccc(S(=O)(=O)N2CCCCC2c2cccnc2)cc1)c1ccc(S(=O)(=O)N2CCCC2)cc1 (stereo not drawn)
    25.6	18.3	-0.1	-0.1
- Nc1nc(SCc2cnc(-c3ccccc3)s2)n[nH]1
    -39.0	-3.5	-0.4	0.3
- O=C(NC(=S)Nc1cc(-c2nc3ccccc3s2)ccc1Cl)c1cc2ccccc2o1
    -65.2	-3.9	-1.0	0.2
- O=C(O)C(CO)N1Cc2ccccc2C1=O (stereo not drawn)
    -8.6	-3.2	-0.9	0.1
- CCCc1cc(=O)[nH]c(-n2nc(C)cc2NC(=O)C2CC2)n1
    12.1	12.3	-0.5	0.0
- CN(C(=O)COC(=O)CNC(=O)c1cccc([N+](=O)[O-])c1)C1CCCCC1
    0.8	15.1	-1.1	-0.1
- CC1(C)CC(=O)C(C=NCCc2ccc(O)cc2)=C(O)C1
    1.2	2.8	0.0	-0.1
- Cc1ccc(CNC(=O)c2coc(=O)c3ccccc23)cc1
    10.5	15.3	0.3	-0.1
- O=C(O)c1cc(NC(=O)c2ccc([N+](=O)[O-])c(Cl)c2)cc(C(=O)O)c1
    6.0	1.1	-1.2	0.1
- CCc1cccc(CC)c1NC(=O)CN(C1CCCCC1)S(C)(=O)=O
    -0.5	6.2	-0.1	0.0
- COc1ccc(/C=C2/C(=O)NC(=O)N(c3ccccc3C)C2=O)cc1OC
    0.9	1.4	-0.2	0.0
- CCCc1nc2sc3c(N4CCCC4)ncnc3c2c2c1CCCC2
    -6.5	-0.4	1.0	0.0
- CN1C(=O)C(O)(CC(=O)c2ccc3c(c2)CCCC3)c2ccccc21 (stereo not drawn)
    0.1	8.1	-0.9	0.1
- Cc1ccc(C(=O)COC(=O)c2cccc(N3C(=O)c4ccccc4C3=O)c2)cc1[N+](=O)[O-]
    12.8	-6.3	-0.7	0.0
- CCOc1ccc(-c2csc(/C(C#N)=C/c3ccccc3OC)n2)cc1
    0.7	1.6	0.6	0.1
- COc1ccccc1CNC(=O)CCSCc1cccc(F)c1
    -29.1	12.6	0.0	0.5
- CCCCN1C(=O)CN(C2CCCCC2)C(=O)C1c1ccc(OCCC)c(OC)c1 (stereo not drawn)
    -10.4	10.0	-0.9	0.1
- COc1ccc(N2CCN(CCCNC(=O)Nc3cc(Cl)ccc3OC)CC2)cc1
    2.2	21.1	-0.7	-0.3
- Cc1ccc(NC(=O)c2ccn(C(=O)c3cccc(I)c3)n2)c(C)c1
    -6.2	6.2	-0.6	0.2
- Clc1cccc(CN2CCN(C3CCCCC3)CC2)c1
    -6.2	74.1*	-1.1	0.0
- O=C(O)c1cc(/C=C/c2ccc([N+](=O)[O-])cc2)nc2ccccc12
    -2.3	-8.7	-2.4	0.0

# Additional records:
# Values run as follows: TEAD-YAP block	MITF primary	GPR151 activ	FBW7 act
- O=[N+]([O-])c1ccc(-c2csc(N3CCC(c4ccccc4)C3)n2)cc1 (stereo not drawn)
    -3.5	7.5	-0.2	0.1
- Cc1ccc(CS(=O)Cc2ccc(C(=O)NCCc3ccccc3)o2)cc1 (stereo not drawn)
    8.8	1.0	0.3	0.0
- CCN(CC)C(=O)COc1cc(C)c(Cl)c(C)c1
    3.1	3.7	-0.3	0.1
- CCCOc1ccc(C(=O)Nc2ccc(N3CCN(C(C)=O)CC3)cc2)cc1
    6.0	-4.6	-0.4	-0.1
- Cc1cc(C(=O)N2CCOC(c3ccccc3)C2)no1 (stereo not drawn)
    -5.1	-0.1	0.0	-0.1
- CC1=C(C(=O)Nc2ccccc2C)C(c2cccs2)C(C#N)=C(SCC(=O)Nc2ccccc2C)N1 (stereo not drawn)
    2.8	1.0	-1.1	-0.1
- O=C(CSc1ccccc1)N1CCN(c2nc3ccccc3s2)CC1
    37.5*	3.1	-7.4	0.2
- COCCNc1ccnc2c(-c3ccsc3)cnn12
    17.1	-10.6	-0.7	-1.0
- CC(C)(C)NCCCOc1ccc(C(C)(C)C)cc1
    1.7	-1.8	-0.4	0.0
- CC(=O)c1ccccc1OCCSCC(=O)Nc1ccccc1C#N
    1.5	-1.2	1.1	0.0
- O=C(OCC(=O)N1CCCC1)c1ccccc1O
    -30.0	-6.1	-2.1	0.0
- Cc1ccc(CN(C(=O)c2csnn2)C(C(=O)NC(C)(C)C)c2ccccn2)cc1 (stereo not drawn)
    7.2	10.3	-0.1	0.1
- CC1CCCCC1NC(=O)c1ccc2c(=O)n(CCCN3CCCC3=O)c(=S)[nH]c2c1 (stereo not drawn)
    -0.8	13.0	-0.4	0.3
- COC(=O)c1ccc(CN(Cc2ccc(OC)c(OC)c2)S(=O)(=O)c2cc(C(=O)Nc3cccc(Cl)c3)ccc2F)cc1
    3.0	8.6	1.2	0.2
- COc1cc2nc(NCCCN3CCCC3=O)nc(NCCOc3ccccc3)c2cc1OC
    -2.8	8.7	-0.3	-0.1
- CCOc1ccc(N(CC)C(=O)Cn2ncc3c(=O)oc4ccccc4c32)cc1
    5.9	-4.7	-1.1	0.1
- COc1cc(OC)cc(C(=O)Nc2c(C(N)=O)oc3ccccc23)c1
    -0.1	11.8	-1.0	0.5
- COC1CCCN(C(=O)CN2Cc3ccccc3OC(c3ccccc3F)C2)C1 (stereo not drawn)
    6.5	-19.0	-0.9	-0.3
- N#Cc1cccc(-c2cn(S(=O)(=O)c3ccc(Cl)cc3)nc2N)c1
    -1.7	-15.4	-1.4	0.0
- COc1ccc(C(CCN)Cc2ccccc2)cc1 (stereo not drawn)
    3.7	11.3	1.0	-0.1
- CC1Oc2ccc([N+](=O)[O-])cc2N(Cc2ccc(C(F)(F)F)nc2)C1=O (stereo not drawn)
    13.6	14.9	-1.4	0.8
- O=c1c(-c2ccccc2)coc2cc(OCCN3CCCCC3)ccc12
    -23.4	-16.7	-1.1	-0.2
- O=C(Oc1ccc(Br)cc1)C(c1ccccc1)c1ccccc1
    -3.2	0.0	1.7	0.0
- CCOc1ccc(C(=O)Nc2nc(C)cc(C)n2)cc1[N+](=O)[O-]
    -13.4	-25.0	-0.5	0.0
- COCCNS(=O)(=O)c1cc(Br)cc2c1N(C(=O)C1CC1)CC2
    -3.4	3.6	-1.2	-0.1
- O=C(CN1C(=O)NC(Cc2c[nH]c3ccccc23)C1=O)Nc1cccc(Cl)c1Cl (stereo not drawn)
    8.4	3.2	0.4	-0.1
- COc1ccc(C2=C/C(=C\c3ccc4c(c3)OCO4)C(=O)O2)cc1
    15.0	6.4	-1.1	0.1
- CCOC(=O)c1ccccc1OC(=O)c1ccc2c(c1)C1C=CCC1C(C(=O)O)N2 (stereo not drawn)
    1.6	29.2	-0.8	-0.1
- CCC[C@@H]1NC(=O)[C@@H]2C[C@H](NC(=O)c3cccc(OC)c3)CN2C1=O
    -7.3	-2.2	0.7	-0.3
- CC(=O)N1CCc2cc(Br)cc(S(=O)(=O)NCC3CCCO3)c21 (stereo not drawn)
    3.6	14.7	0.2	0.3

# 3 entries already listed, arranged by SMILES length, smallest number first.
# Values run as follows: TEAD-YAP block	MITF primary	GPR151 activ	FBW7 act
- COc1ccc(C(CCN)Cc2ccccc2)cc1 (stereo not drawn)
    3.7	11.3	1.0	-0.1
- COCCNS(=O)(=O)c1cc(Br)cc2c1N(C(=O)C1CC1)CC2
    -3.4	3.6	-1.2	-0.1
- CCC[C@@H]1NC(=O)[C@@H]2C[C@H](NC(=O)c3cccc(OC)c3)CN2C1=O
    -7.3	-2.2	0.7	-0.3

# Later entries.
# Values run as follows: TEAD-YAP block	MITF primary	GPR151 activ	FBW7 act
- COc1ccc(OC)c2[nH]c(=O)c(CCNC(=O)Cc3cccs3)cc12
    4.6	3.1	0.3	0.0
- Cc1c(NC(=O)c2ccc(Br)o2)cccc1-c1nc2ccccc2o1
    -0.1	13.4	0.7	0.2
- O=C1Cc2ccccc2N1c1c(Cl)cccc1Cl
    1.0	5.2	0.5	0.1
- CC(C)=CC(=O)Nc1ccc(OC(C)C)cc1
    -55.6	6.4	-3.8	-0.2
- COc1ccc(C(=O)NCC(=O)O)cc1OC
    -6.2	0.4	0.8	0.0
- CCOC(=O)N1CCc2c(sc(NC(=O)c3cc(=O)c4ccccc4o3)c2C(N)=O)C1
    6.0	1.0	0.1	0.2
- O=c1cnn2c(=O)/c(=C\c3cccc([N+](=O)[O-])c3)sc2n1
    -0.1	-3.7	1.7	-0.1
- Nc1cccc(-c2nc3ncnc(NCCOc4ccccc4)c3[nH]2)c1
    -2.8	-5.4	-0.1	0.0
- Brc1ccc(-c2nnc3sc(CNCc4ccccc4)cn23)cc1
    -0.4	7.3	0.3	-0.3
